# SIRT5 inh = SIRT5 desuccinylase inhibitors, primary screen, biochemical, fluorescence imaging, single point, set 5; NAD-dependent protein deacylase sirtuin-5, mitochondrial (Homo sapiens), Q9NXA8; Purified SirT5, succinyl-peptide AMC, trypsin-coupled fluorescence; inhibition, % at 15 µM; hit rate 1.1% among 330,000; AID 652115, 2013; in the data active = inhibition above about 15%; inconclusive = no clear call, values can overlap the other calls
# Target sequence (Q9NXA8 whole entry, looked up): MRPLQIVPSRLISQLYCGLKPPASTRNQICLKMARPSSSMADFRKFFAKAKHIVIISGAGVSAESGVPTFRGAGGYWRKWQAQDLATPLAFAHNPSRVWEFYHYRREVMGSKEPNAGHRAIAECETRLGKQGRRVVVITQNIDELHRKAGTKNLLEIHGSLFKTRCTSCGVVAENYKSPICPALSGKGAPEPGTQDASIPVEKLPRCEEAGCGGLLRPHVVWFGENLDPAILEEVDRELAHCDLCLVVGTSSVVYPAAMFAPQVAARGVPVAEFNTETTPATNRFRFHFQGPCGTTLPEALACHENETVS
# CASP6 VEID inh = human caspase-6 inhibitors, primary screen, biochemical, VEID-R110 fluorescence, single point, set 2; P55212; purified caspase-6, Z-VEID-R110 cleavage fluorescence; inhibition, % at 12.5 µM; hit rate 0.53% among 350,000;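 active = mean inhibition across replicates at least about 35%, with every replicate also reaching that limit, limit read from the data; inconclusive = only one of the two criteria met; inactive = neither criterion met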;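 also: 0% = median of neutral control wells and 100% = no fluorescence left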
# Target sequence (P55212 24-179 limits assumed): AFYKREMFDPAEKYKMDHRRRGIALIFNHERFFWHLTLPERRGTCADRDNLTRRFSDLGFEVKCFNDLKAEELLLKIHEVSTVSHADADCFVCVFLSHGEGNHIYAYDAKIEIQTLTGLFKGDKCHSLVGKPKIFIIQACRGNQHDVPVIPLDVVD
# Target sequence (P55212 194-293 limits assumed): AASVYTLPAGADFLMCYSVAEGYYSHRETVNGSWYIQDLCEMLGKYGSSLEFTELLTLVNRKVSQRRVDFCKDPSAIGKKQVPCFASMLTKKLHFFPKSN
# LGR2 antag = inhibitors of bursicon-induced LGR2 CRE-luciferase signal, primary screen, cell-based, HEK293, CRE-luciferase reporter, bursicon stimulation; inhibition, % at 9.99 µM; Drosophila bursicon receptor LGR2 (rickets); hit rate 0.35% among 380,000; AID 720647, 2013; bursicon-stimulated, 4 h;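 active = drop in luminescence signal, shown as inhibition above about 50% in the replicate tests, limit read from the data, passing the limit was not always enough; inconclusive = probably only some replicates passing the limit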;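 also: agonist challenge used bursicon conditioned medium at about half maximal strength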
# ARNT-TACC3 inh = disruptors of ARNT/TACC3 protein interaction, primary screen, biochemical, AlphaScreen, single concentration; Transforming acidic coiled-coil-containing protein 3 (Homo sapiens), Q9Y6A5; AlphaScreen His-ARNT PAS-B/GST-TACC3 binding, luminescence; TACC3 fragment carries E629A point mutation; inhibition, % at 9.99 µM; hit rate 0.66% among 390,000; AID 623870, 2012;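 active = mean inhibition of replicates at least 50% and at least half of replicates each reaching 50%; inconclusive = half or more replicates reach 50% but mean below 50%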;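 also: 0% = complete ARNT plus TACC3 wells and 100% = ARNT alone without TACC3; many hits fall short of the cut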
# DENV2 CPE rescue = inhibitors of DENV2 cytopathic effect, primary screen, cell-based, plate reader, single concentration. DENV2-infected cells, cytopathic effect rescue. CPE inhibition, % at 9.99 µM. hit rate 1.7% among 350,000. AID 651640, 2012; in the data active = CPE inhibition above about 20%, passing the limit was not always enough; inconclusive = no clear call, values can overlap the other calls; tested in BHK-21 cells;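 also: 0% = median of neutral control wells and 100% = median of positive control wells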
# EWS-Fli inh = EWS/Fli-driven NR0B1 reporter inhibitors, primary screen, A673 cells, NR0B1 luciferase, luminescence, MLPCN library; inhibition, % at 12.6 µM; hit rate 0.67% among 350,000; viability-normalised;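 active = mean inhibition of at least 50% after viability correction, with every replicate also passing that limit; inconclusive = mean reaches 50% but only one of two replicates passes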;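 also: firefly luciferase signal divided by Alamar Blue viability fluorescence both relative to DMSO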
# PAX8 inh HTS = inhibitors of PAX8-driven TPO luciferase reporter, primary screen, RMG-I cells, single concentration. SteadyGlo, 24 h. inhibition, % at 12.6 µM. hit rate 1.2% among 360,000. AID 652154, 2013;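 active = mean replicate inhibition at least 60% with every replicate also reaching 60%; inconclusive = only one of the two criteria is met; inactive = mean below 60% and not all replicates reaching 60%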;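 also: luciferase light reporting Pax8 driven TPO promoter activity; plate controls were median of neutral control wells for no effect and mitoxantrone controls for full effect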
# An asterisk follows results filed as active; u = inconclusive; x = no result given; & = joins results of further samples; ! = repeats disagree.
SMILES,SIRT5 inh,CASP6 VEID inh,LGR2 antag,ARNT-TACC3 inh,DENV2 CPE rescue,EWS-Fli inh,PAX8 inh HTS
CCOC(=O)c1c(NC(=O)CC2SC(N)=NC2=O)sc(C)c1C (centres undefined),-6,-1,-16,x,-9,2,-2
COc1cc(/C=C2\SC(=S)N(CC(=O)Nc3cccnc3)C2=O)cc(OC)c1OC,-5,0,8,-2,0,10,-7
COC(=O)CN1C(=O)[C@H]2[C@@H](c3ccc(C)o3)N3C(=O)CN(Cc4ccccc4)C(=O)[C@@]3(Cc3ccccc3)[C@H]2C1=O,x,-1,x,0,u,-9,0
COCC(=O)Nc1ccc2c(c1)C(=O)N(C)C[C@@H](OC)[C@H](C)CN(CCC(F)(F)F)[C@H](C)CO2,-3,-2,9,-3,7,-9,-9
CC(NC(=O)COC(=O)c1nc(Cl)ccc1Cl)c1ccccc1 (centres undefined),x,3,1,0,-1,-3,-4
Cc1cc(C)c2ccc3c(C)c(C)nc3c2[nH]1,-6,0,3,-2,-3,1,41
Cc1cc(SCC#N)nc2ccccc12,-2,-5,5,-10,-2,1,-13
COC(=O)[C@@]1(Cc2ccccc2)[C@H]2C(=O)N(Cc3ccccc3)C(=O)[C@H]2[C@H]2CN=C(SCC(=O)c3ccccc3)N21,0,0,-10,-7,-10,3,-8
C[C@H](CO)N1C[C@H](C)[C@H](CN(C)C(=O)C2CCOCC2)Oc2cc(C3=CCCCC3)ccc2S1(=O)=O,0,-3,-1,-1,u,6,2
CCCNC(=O)C1(C)CCCN(Cc2cccc(Oc3ccccc3)c2)C1 (centres undefined),20*,0,9,x,-7,15,7
CCOc1ccc(S(=O)(=O)N2CCCC(C(=O)N3CCC(C(N)=O)CC3)C2)cc1Cl (centres undefined),-11,-3,11,-1,-5,9,-1
CCCC(=O)C1=C(O)C(C(=O)OC)C(C)(C)CC1=Nc1ccc(Br)cc1 (centres undefined),-6,1,9,4,-4,14,12

# Copied from the results shown for reference:
SMILES,SIRT5 inh,CASP6 VEID inh,LGR2 antag,ARNT-TACC3 inh,DENV2 CPE rescue,EWS-Fli inh,PAX8 inh HTS
CCOC(=O)c1c(NC(=O)CC2SC(N)=NC2=O)sc(C)c1C (centres undefined),-6,-1,-16,x,-9,2,-2
COc1cc(/C=C2\SC(=S)N(CC(=O)Nc3cccnc3)C2=O)cc(OC)c1OC,-5,0,8,-2,0,10,-7
COC(=O)CN1C(=O)[C@H]2[C@@H](c3ccc(C)o3)N3C(=O)CN(Cc4ccccc4)C(=O)[C@@]3(Cc3ccccc3)[C@H]2C1=O,x,-1,x,0,u,-9,0

# Further compounds.
SMILES,SIRT5 inh,CASP6 VEID inh,LGR2 antag,ARNT-TACC3 inh,DENV2 CPE rescue,EWS-Fli inh,PAX8 inh HTS
Cc1nnc(SCc2ccc([N+](=O)[O-])cc2)[nH]c1=O,-3,0,8,-1,2,7,2
O=c1ccc(-c2ccc(S(=O)(=O)Nc3cccc(Br)c3)o2)n[nH]1,-3,x,2,-1,27*,0,-6
CC1(C)CC(=O)C=C(C#CC2(O)CCCCC2)C1,x,8,15,x,-7,11,109*
O=C(COc1ccc2c(c1)OCO2)Nc1nnc(Cc2ccccc2)s1,-3,0,16,-1,1,-4,0
CC=Cc1ccc2n(c1=O)C[C@H]1[C@H](CO)[C@@H](C(=O)NC3CCCC3)N[C@@H]21 (mixture of isomers),-2,2,-7,x,1,16,x
CC1CCCC(NC(=O)c2ccc(COc3ccccc3)o2)C1C (centres undefined),-2,18,21,3,-1,3,9
COCCCN1C(=O)[C@@]2(Cc3ccccc31)c1ccccc1C(=O)N(Cc1ccccc1)[C@H]2c1ccc(CO)cc1,-3,0,x,-12,23*,-2,7
CCCNC(=O)N1[C@@H](CO)[C@H](c2ccccc2)C12CN(C(=O)CC1CC1)C2,38*,2,7,x,-2,-1,x
COc1ccc(C(C)=O)cc1COC(=O)C1CC(=O)N(Cc2ccccc2)C1 (centres undefined),0,0,-3,-2,-12,7,-6
COC(=O)c1sc(NC(=O)/C=C/c2ccc(C)o2)nc1C,6,9,-1,-6,2,-31,-40
COCCNc1nc2nonc2nc1N1C[C@H]2CC[C@H]1C2,-1,x,-7,-10,3,2,-6
CCn1cnc2cc(NCc3ccc(N(C)C)cc3)ccc21,-2,2,-40,2,9,-33,-23
O=C1CC2(CCCC2)C(=O)N1CN1CCN(S(=O)(=O)c2ccc(F)cc2F)CC1,x,-1,-15,-2,-6,6,-7
OCCN1CCN(C(=S)c2ccc(-c3ccccc3)cc2)CC1,x,1,-6,0,10,69*,15
COc1ccc(C(=O)Nc2cc(OC)ccc2OC)cc1,-1,-1,-8,6,x,x,x
C=CCc1ccc(OCC(O)CN2CCN(c3ccccc3)CC2)c(OC)c1 (centres undefined),-2,x,3,2,10,4,5
C[C@@H]1CN([C@@H](C)CO)C(=O)c2cc(-c3cccc(C(=O)N(C)C)c3)cnc2O[C@H]1CN(C)C,-1,2,7,-13,-6,-5,x
Cc1ccc(NC(=O)CNCc2ccccc2)c(Br)c1,-5,0,-18,-11,-6,-4,-37
O=C(NCCCn1ccnc1)c1cccc(S(=O)(=O)NCc2ccccc2)c1,-7,-3,2,0,4,0,21
CC(C)NC(=O)Cn1c(=O)n(CC(=O)N2CCCCC2)c(=O)c2sccc21,-3,-1,-3,3,-5,-2,4
C[C@H](NS(=O)(=O)c1ccc2c(c1)OCCCO2)C(=O)N1CCN(c2ccc(F)cc2)CC1,3,-2,-3,x,-7,8,18
CCCN(CC(=O)Nc1ccccc1C)C(=O)c1oc2ccc(OCC)cc2c1C,-1,2,-9,0,-2,-9,4
O=C(CSc1nnc(NC(=O)Cc2ccc(F)cc2)s1)NCc1ccco1,-6,-1,7,3,-4,-3,-9
O=[N+]([O-])c1ccc(O)c(C=Nc2cccc3ccccc23)c1,-2,-1,13,17,10,25,11
C[C@H](CO)N1C[C@H](C)[C@@H](CN(C)S(C)(=O)=O)OCc2cnnn2CCCC1=O,-1&-1&-1,0&-1&0,10&-13,0&-6,-8&-6&-2,0&-2&1,-4&3
CCOC(=O)[C@@H]1[C@H]2COc3cc(OC)ccc3[C@H]2N2C(=O)N(c3cccc(F)c3)C(=O)[C@]12C,x,51*,6,-1,104*,1,7
CC(C)=CC(O)C/C(C)=C/COc1ccc2ccc(=O)oc2c1 (centres undefined),x,2,x,0,9,-5,x
CCN(CC)c1ccc(NC(=O)CCCCC(=O)Nc2ccc(N(CC)CC)cc2)cc1,-7,-1,-1,-3,10,u,1
CCc1ccc(NC(=O)CCNC(=O)Cn2ccc3ccccc3c2=O)cc1,-1,-3,17,-4,5,3,2
C#CCCOC(=O)N1C2=NC(C(=O)OC)=C(C(=O)OC)[C@@H]3N(C)c4ccccc4[C@]23C[C@H]1C(=O)OC,x,x,-15,x,-2,2,-6
CNC[C@@H]1OCc2ccccc2-c2c(n(C)c3ccccc23)C(=O)N([C@H](C)CO)C[C@@H]1C,-19&1,2&-2,2&3,x,33*!,-3,-11
Cc1noc(C)c1NC(=O)Nc1ccc2c(c1)C(=O)N([C@@H](C)CO)C[C@H](C)[C@H](CN(C)C)O2,-1,-1,2,-10,-9,-2,-19
COc1ccc(NC(=S)N2CCNC(=O)C2CC(=O)Nc2cccc(Cl)c2C)cc1 (centres undefined),0,2,0,6,3,7,-15
CC(NC(=O)COC(=O)CCc1nc2ccccc2c(=O)[nH]1)c1ccccc1 (centres undefined),-2,2,-3,-1,3,4,2
CCCCOc1ccc(S(=O)(=O)N2CCN(C)CC2)cc1,2,-3,-65,2,-4,-3,-20
COc1ccc(Cl)cc1NC(=O)C/C(C)=N/NC(=O)c1ccc(O)cc1,4,-2,-1,10,2,-4,5
S=C1SCN(Cc2ccccc2)CN1Cc1ccccc1,1,1,14,-9,0,17,25
CC(C)c1cccc(C(C)C)c1NC(=O)OC1CCCCC1,-1,0,2,x,1,5,-7
O=C(NCC(=O)N1CCN(S(=O)(=O)/C=C/c2ccccc2)CC1)c1ccc(Cl)cc1,-6,4,2,0,10,-3,8
COc1ccc(NC(=O)CC2Nc3cc(C)c(C)cc3NC2=O)c([N+](=O)[O-])c1 (centres undefined),-2,0,0,1,x,-12,7
CN(C)c1ccc2c(c1)[C@@H]1C[C@H](CC(=O)NCc3cccc(F)c3)O[C@H](CO)[C@@H]1O2,-1,2,4,24,5,2,7
CCOc1ccc(CNC(=O)CCS(=O)(=O)Cc2ccc(C)cc2)cc1OC,x,2,14,9,0,6,18
CCCCN(C(=O)c1[nH]c(C)c(C(=O)OCC)c1C)c1c(N)n(CCCC)c(=O)[nH]c1=O,-2,-1,-17,-1,-8,-7,-8
COc1ccccc1C(=O)Nc1ccnn1C1CCN(Cc2cc(C)c(C)cc2C)CC1,4,-4,-8,-1,x,14,20
CC(C)Oc1cccc(NC(=O)C2(C)CCN2C(=O)C(C)C)c1 (centres undefined),x,-1,6,x,-5,2,0
CCCCOC(=O)c1ccc(NC(=O)CSc2nnnn2C)cc1,-2,1,0,-24,-7,-9,8
CC(=O)c1cccc(NC(=S)N2CCN(S(=O)(=O)c3ccccc3)CC2)c1,-1,-4,1,14,69*,x,-10
COC(CN(C)C(=O)C1CCC(CNS(=O)(=O)c2ccc(C)cc2)CC1)OC (centres undefined),-7,-6,6,-4,-5,3,27
CCCNC(=O)Nc1ccc2c(c1)OC[C@H](C)N(C(=O)c1ccccc1F)C[C@H](C)[C@@H](OC)CN(C)C2=O,4,0,0,x,-4,6,x
COc1ccc(CCC(=O)NCCS(=O)(=O)N2CCN(c3ccc(OC)cc3)CC2)cc1,-5,-3,29,3,-1,x,12
Cc1noc(C)c1S(=O)(=O)Nc1ccc2c(c1)CC(=O)N([C@H](C)CO)C[C@@H](C)[C@@H](CN(C)C(=O)Nc1ccccc1)O2,-1,-2,-5,x,-1,1,x
Cc1noc(C)c1S(=O)(=O)Nc1ccc2c(c1)CC(=O)N([C@H](C)CO)C[C@@H](C)[C@@H](CN(C)Cc1ccc(Oc3ccccc3)cc1)O2,x,x,-6,17,2,4,4
COc1c(C)oc2cc(O)ccc2c1=O,x,x,16,-3,x,x,19
O=C(O)c1cc(NS(=O)(=O)c2cccc3nsnc23)cc(C(=O)O)c1,-2,1,-7,3,-4,-4,-13
CN1CCN(S(=O)(=O)c2ccc(C(=O)NC3CCCCC3)cc2)CC1,5,-2,-8,-2,-4,-6,11
CCn1nc(NS(=O)(=O)c2ccc([N+](=O)[O-])cc2)c2cc3ccccc3nc21,1,-3,-8,15,2,x,11
Cc1cc(Cl)n2nc(C)c(-c3ccc(Cl)cc3)c2n1,-2,0,x,-3,-3,47,81*
Cc1cccc(C)c1NC(=O)CNC(=O)C1CCCN(C(=O)c2ccc(Cl)cc2)C1 (centres undefined),0,2,-8,x,-11,6,-9
Cc1ccccc1S(=O)(=O)NCC[C@@H]1CC[C@H](NC(=O)Nc2cccc(F)c2)[C@H](CO)O1,-2,2,-3,1,-4,4,4
Cc1ccc(S(=O)(=O)N2[C@H](CC(=O)c3ccc(F)cc3)OC[C@@H]2C)cc1,4,2,-3,x,-13,-8,4

# Other entries follow.
SMILES,SIRT5 inh,CASP6 VEID inh,LGR2 antag,ARNT-TACC3 inh,DENV2 CPE rescue,EWS-Fli inh,PAX8 inh HTS
CC1(C)Cc2c(cnn2-c2ccccc2)C(NC(=O)CCCN2CCCC2=O)C1 (centres undefined),8,-1,5,20,3,x,-2
Cc1cnc(NC(=O)Cc2ccc(C)c(C)c2)s1,0,-1,-20,-3,2,-35,-47
O=C(C[C@@H]1CC[C@@H]2[C@H](COC[C@H](O)CN2S(=O)(=O)c2cccc(Cl)c2)O1)NC1CCC1,-1,2,-12,3,u,8,2
Cc1ccc(S(=O)(=O)Nc2ccc3c(c2)C(=O)N([C@@H](C)CO)C[C@@H](C)[C@H](CN(C)CC2CC2)O3)cc1,-5,0,2,1,0,-4,-4

# Rows are unselected; 4.9% or so of the library scored in one or more.
